Screening data deposited in PubChem by The Scripps Research Institute Molecular Screening Center.
TAAR1 ag: human TAAR1 agonism; Q96RJ0; CHO RD-HGA16 TAAR1, Fluo-8 calcium fluorescence; vehicle wells 0%, saturating PEA agonist 100%; activation, % at 3 µM; 360,000 tested, 0.99% active;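 active = activation above the mean activation of all test compounds in the run plus 3 SD, cut at about 38% in these data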
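test system = CHO RD-HGA16 cells carrying human TAAR1 plus Gα16 | schedule = 17-24 h seeding, 75 min 37 °C dye, 30 min RT | compound dosing = 3 µM single concentration | control set = DMSO and PEA EC100 | replicates = n 1 | signal = Fluo-8 fluorescence, 5 s baseline then 140 s kinetic read | measure = percent activation vs PEA EC100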
M1 ag: activates human CHRM1 receptor; AID 588814; CHO-K1 hM1, Fluo-8 calcium fluorescence, agonist mode; 0% DMSO, 100% acetylcholine EC100; activation, % at 3 µM; 360,000 tested, 0.33% active;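 active = activation above the run's mean compound activation plus 3 SD, cut at about 16% in these data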;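 note: peak over basal fluorescence ratio within a 140 s kinetic read after compound addition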
Target sequence (P11229 whole entry, looked up): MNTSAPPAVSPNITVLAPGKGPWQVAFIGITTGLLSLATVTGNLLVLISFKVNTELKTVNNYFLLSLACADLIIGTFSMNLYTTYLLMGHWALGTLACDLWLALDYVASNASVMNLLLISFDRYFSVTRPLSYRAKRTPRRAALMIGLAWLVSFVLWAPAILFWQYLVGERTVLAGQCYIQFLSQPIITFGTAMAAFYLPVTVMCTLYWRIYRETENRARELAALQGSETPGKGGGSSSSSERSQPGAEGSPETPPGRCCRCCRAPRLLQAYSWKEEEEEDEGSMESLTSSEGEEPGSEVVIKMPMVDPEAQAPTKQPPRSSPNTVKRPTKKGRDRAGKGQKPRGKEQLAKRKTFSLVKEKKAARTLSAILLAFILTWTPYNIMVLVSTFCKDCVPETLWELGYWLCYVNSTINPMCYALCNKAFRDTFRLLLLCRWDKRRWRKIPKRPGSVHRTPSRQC
CHO parental Ca: counter-screen: ATP calcium response change in parental CHO cells | inhibition, % at 5.6 µM | 330,000 tested, 0.63% active | parental CHO-K1, ATP-induced calcium, Fluo-8 fluorescence;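 active = inhibition above that plate's mean sample inhibition plus 3 SD, cut at about 26% in these data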;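 note: 0% = ATP-challenged DMSO wells and 100% = DMSO wells without ATP; some compounds past the cut are filed as inactive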
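Assay system – parental CHO cells · Reagent – ATP stimulus · Detection – intracellular calcium via Fluo-8 no-wash fluorescent dye · Evaluation – percent inhibition of ATP-evoked calcium rise, normalized to controls · Controls – ATP wells versus no-ATP DMSO wells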
OXTR potentiate: potentiators of human oxytocin receptor; activation, % at 3 µM; CHO-OTR cells, Fluo-8 calcium fluorescence, potentiator mode; 0% = oxytocin EC15, 100% = EC100; 320,000 tested, 0.061% active; AID 2445; P30559;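 active = activation above that plate's cutoff, the mean activation of tested compounds plus 3 SD, cut at about 6.6% in these data, passing the limit was not always enough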;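 note: 100% uses oxytocin at 75 nM as the full agonist control; some results filed as inactive read as strong as hits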
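Measured by – Fluo-8 calcium dye fluorescence · Test system – human OTR in CHO cells · Dosing – one concentration, 3.0 µM compound · Controls – EC15 oxytocin alone as 0%, 75 nM oxytocin as 100% · Evaluation – normalized max/min fluorescence ratio, % activation · Timing – 6 min pre-incubation, 100 s read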
V1R ag counter: V1a receptor agonism, counter-screen for OXTR agonists | P37288 | CHO-V1R cells, Fluo-8 calcium fluorescence, agonist mode; 0% DMSO, 100% 3 nM vasopressin | activation, % at 3 µM | 320,000 tested, 0.25% active | AID 2797;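 active = activation above the mean activation of all tested compounds plus 3 SD, per screening run, cut at about 20% in these data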;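 note: signal is peak over basal fluorescence ratio across a 100 second FLIPR read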
Target sequence (P37288 whole entry, looked up): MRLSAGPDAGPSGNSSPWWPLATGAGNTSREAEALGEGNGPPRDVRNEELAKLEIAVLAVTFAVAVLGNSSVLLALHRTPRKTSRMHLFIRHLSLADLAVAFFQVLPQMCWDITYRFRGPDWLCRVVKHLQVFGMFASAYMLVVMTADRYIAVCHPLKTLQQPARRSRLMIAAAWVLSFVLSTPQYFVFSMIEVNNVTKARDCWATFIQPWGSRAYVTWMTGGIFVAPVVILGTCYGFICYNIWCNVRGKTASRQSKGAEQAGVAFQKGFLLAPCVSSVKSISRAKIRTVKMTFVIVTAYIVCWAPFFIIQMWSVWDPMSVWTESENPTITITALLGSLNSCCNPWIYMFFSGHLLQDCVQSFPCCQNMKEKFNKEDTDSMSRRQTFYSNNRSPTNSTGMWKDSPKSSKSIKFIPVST
CHRM1 PAM: positive allosteric modulators of human M1 muscarinic receptor | P11229 | CHO-K1 hM1, Fluo-8 calcium fluorescence, ACh EC20; 0% = ACh EC20, 100% = maximal ACh | activation, % at 3 µM | 360,000 tested, 0.088% active | AID 588819; in the data active = activation above about 19%, passing the limit was not always enough
M1 antag: blocks human M1 muscarinic receptor; AID 588852; CHO-K1 hM1, Fluo-8 calcium fluorescence, ACh EC80 antagonist; inhibition, % at 3 µM; P11229; 360,000 tested, 1.3% active;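 active = percent inhibition above its own plate's cutoff, namely the mean of that plate's compound wells plus 3 SD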;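 note: peak over basal fluorescence ratio during 140 s after agonist addition; 0% = ACh EC80 plus DMSO and 100% = DMSO alone without agonist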
TAAR1 antag: human TAAR1 antagonism; CHO RD-HGA16 TAAR1, Fluo-8 calcium fluorescence, antagonist; inhibition, % at 3 µM; 360,000 tested, 1.5% active; AID 624466;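 active = inhibition above a per-plate cutoff, the mean inhibition of test compounds on that plate plus 3 SD, cut at about 49% in these data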;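 note: 0% = DMSO plus EC80 beta-PEA response and 100% = DMSO alone without agonist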
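test system = CHO RD-HGA16 cells bearing hTAAR1 | replication = singlicate | controls = DMSO-only wells and EC80 β-PEA-stimulated wells | reagent = EC80 β-phenethylamine stimulus | read-out basis = percent inhibition of PEA-evoked calcium signal, max/basal emission ratio | schedule = seeding 17-24 h prior, 75-min 37 °C, 30-min RT dye loading | signal = kinetic Fluo-8 calcium fluorescence measurement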
OXTR agonist: activates the human oxytocin receptor. CHO-OTR cells, Fluo-8 calcium fluorescence; normalized: DMSO 0%, oxytocin 100%. activation, % at 3 µM. 320,000 tested, 0.32% active;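 active = activation above the mean of all tested compounds plus 3 SD, cutoff set per screening run, cut at about 20% in these data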;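 note: peak over basal fluorescence ratio from a 100 s FLIPR kinetic read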
* = called active by the depositor; · = not tested or not shown.

cpd	Structure	TAAR1 ag	M1 ag	CHO parental Ca	OXTR potentiate	V1R ag counter	CHRM1 PAM	M1 antag	TAAR1 antag	OXTR agonist
1	Cn1c(NN)nc2sc3c(c2c1=O)CC(C)(C)OC3	1	-8	-6	-5	0.9	-2	-15	-5	-1.7
2	CN1CCN(c2ccc(NC(=O)COc3ccc(Cl)cc3Cl)cc2)CC1	37	-5	-3	-5	4.2	-18	16	24	7.2
3	O=C(Nc1ccccc1Cl)N1CCN(c2ncccn2)CC1	0	-2	-8	-14	-0.2	9	-11	-7	-0.1
4	NC(=S)N/N=C/c1ccc(-c2ccccc2)o1	1	-4	-9	-4	-0.1	8	-9	4	-0.5
5	COc1cccc(-c2cc(C(=O)Nc3c(C)nn(Cc4ccccc4)c3C)no2)c1	·	-4	-18	-7	4.0	-2	-1	·	1.6
6	CC(C)(C)OC(=O)NCCCCCO	3	-4	-10	-1	0.3	5	-17	-9	1.3
7	COc1ccc(-c2noc(-c3csc([C@@H]4C[C@H](O)[C@@H](CO)O4)n3)n2)cc1OC	0	5	·	·	·	20	-11	-7	·
8	COCCn1c(C)cc(C(=O)CSc2nnnn2C2CCCC2)c1C	23	-2	-10	-7	0.8	7	-13	-10	-0.9
9	Cc1ccc(S(=O)(=O)N2CCN(C(=O)C3CCN(C(=O)c4ccccc4C)CC3)CC2)cc1C	7	-9	-22	-9	2.2	6	-7	24	0.2
10	Cc1ccc(SC/C(O)=C(\C#N)c2nc3ccccc3n2C)cc1	52*	-2	-5	-8	1.8	2	-1	56*	3.0
11	COc1ccnc(CSC(N)=Nc2cccc(C(F)(F)F)c2)c1	1	-3	-4	-8	0.8	3	-3	-5	1.0
12	CCCCNC(=O)COC(=O)c1ccc(Cl)c(S(N)(=O)=O)c1	21	-4	-7	-4	-0.8	11	7	-2	-0.6
13	COc1cc(/C=N/NC(=O)c2nonc2N)cc(OC)c1OC	6	-5	-6	1	-1.0	9	-8	6	-0.4
14	CCOc1cc(N2CCOCC2)c(OCC)cc1NC(=O)c1cccc(S(=O)(=O)N2CCOCC2)c1	2	1	-10	-3	0.1	-1	0	1	-0.6
15	CC(=O)Nc1ccc(C(=O)OCc2ccccc2Cl)cc1	5	-5	-7	-12	3.7	8	-5	3	2.1
16	C=CCNc1nc2cc(-c3cccc(NC(C)=O)c3)sc2c(=O)n1C	2	-2	·	·	·	13	-14	-10	·
17	Cc1ccc(S(=O)(=O)N2CCOCC2)cc1C(=O)Nc1cc(S(=O)(=O)N2CCCCC2)ccc1O	3	-6	·	·	·	11	-11	7	·
18	CNC[C@H](O)c1cccc(O)c1	16	-1	4	1	0.8	10	-34	-28	0.7
19	O=C(CCSCCc1ccccn1)Nc1ccc(Br)cn1	0	-6	-15	1	0.3	6	0	-6	-0.6
20	COc1ccc2oc(C(=O)OCC(=O)Nc3ccccc3)c(C)c2c1	-1	-3	-4	0	0.2	17	-17	-25	-0.1
21	COc1ccccc1CNC(=O)CN1C(=O)NC2(CCCCCCC2)C1=O	1	-4	-11	4	1.2	0	-5	-6	0.9
22	COc1ccc(N(C(C)C(=O)N(C)Cc2ccccc2)S(C)(=O)=O)cc1 (stereo not drawn)	5	1	-12	-6	1.1	4	-11	-4	0.3
23	CC(C)CC(=O)NS(=O)(=O)c1ccc(N)cc1	4	-3	-9	-4	1.1	4	-4	3	0.9
24	CCOC(=O)N1CCN(C(=O)CCN2C(=O)/C(=C\c3ccc(OC)c(OC)c3)SC2=S)CC1	0	-1	·	·	·	4	-3	7	·
25	O=C(CSc1ccccc1)Nc1ccc2c(c1)OCCO2	0	-4	0	-1	0.8	5	-7	-10	-0.8
26	COc1ccc(C(=O)NCC(=O)N2CCN(C(=O)c3ccco3)CC2)cc1	1	-2	10	3	-0.1	4	-9	-1	1.2
27	COc1ccc(CCNC(=O)CNC(=O)c2ccccc2Br)cc1OC	0	-3	12	-2	3.7	0	-3	-12	0.0
28	Cc1cc(CNCc2c(C(=O)N3CCCCCCC3)nc3ccc(Cl)cn23)nn1C	-1	-8	-7	-6	0.2	-8	19	-6	0.1
29	O=C1NCCN1C(=O)C12CC3CC(CC(C3)C1)C2	8	-2	-1	0	0.7	-6	8	15	0.6
30	CC(C)CC(=O)NCCNC(=O)c1cc(OCC(F)(F)F)ccc1OCC(F)(F)F	-5	-5	-3	-1	-2.0	2	0	-7	-3.0
31	O=C(COc1ccccc1)NCCn1ccc2ccccc21	5	-4	-12	-11	0.7	5	1	-1	0.9
32	Cc1cc(C(C)(C)C)ccc1OC(=O)C1=CC=CN2CCS(=O)(=O)N=C12	2	-4	·	·	·	3	0	10	·
33	CCCn1c(=O)c(C(=O)NCc2ccccn2)c(O)c2ccccc21	12	-1	-32	-2	-0.1	2	-19	-10	-1.3
34	COc1ccccc1C(=O)C1CCCN(C(=O)CN2CCCCC2=O)C1 (stereo not drawn)	2	-6	-5	1	0.7	7	-1	0	-0.1
35	CC(C)c1ccc(NC2CCCN(C(=O)CCc3cn[nH]c3)C2)cc1 (stereo not drawn)	0	-3	·	·	·	6	-11	-7	·
36	COc1ccc(CNC(=O)C2(C)Cc3c(-c4cccc(C(N)=O)c4)ccnc3O2)cc1OC (stereo not drawn)	0	-2	·	·	·	6	-6	-33	·
37	CN=C(Nc1cccc(OC)c1)SC1CC(=O)N(c2ccc(C(=O)O)cc2)C1=O (stereo not drawn)	0	-6	13	7	0.6	4	-1	-8	-0.4
38	COc1ccc(CC(=O)Nc2nc3ccc(F)cc3s2)cc1S(=O)(=O)N1CCOCC1	3	5	-14	-16	5.5	5	-7	22	9.1
39	COC(=O)C1C(O)C(C)C(O)C(C)(O)/C=C\C=C(/C)C(=O)Nc2c(C)c(OC(C)=O)c3c(c2O)C(=O)C(C)=C2OCOC(=C23)/C(C)=C/C(C)(O)C(O)C(C)C1O (stereo not drawn)	3	-3	-5	-1	-0.3	7	-7	-11	0.5
40	COc1ccccc1NC(=S)N(Cc1ccco1)Cc1cc2cc(C)cc(C)c2[nH]c1=O	-1	-6	-21	0	0.8	-2	-5	11	-1.5
41	COC(=O)c1cn(NC(=O)Cn2nc([N+](=O)[O-])c(Br)c2C)c(=O)c2ccccc12	5	2	5	0	-0.1	19	-15	-28	-0.5
42	COc1cccc(/C=C/C(=O)OCC(=O)NCC2CCCCC2)c1OC	6	4	-4	1	0.4	5	-5	0	-1.1
43	Cc1cc(C)cc(OCC(=O)Nc2ccc(F)cc2)c1	-5	-6	-13	1	-0.8	0	2	-28	-1.3
44	N#C/C(=C\c1cn(-c2ccccc2)nc1-c1cc2ccccc2o1)c1nc2ccccc2[nH]1	0	-4	-1	-7	-0.4	-1	7	8	-0.9
45	CCOc1ccccc1N1CCN(C(=O)C2c3ccccc3Oc3ccccc32)CC1	0	-2	-29	-9	-0.4	2	-3	31	-1.5
46	O=C(NCc1cccs1)C1CCN(S(=O)(=O)c2ccc(Cl)cc2)CC1	6	-1	-3	-5	0.5	6	-5	15	-0.3
47	O=C(C[n+]1cccc(C(=O)N/N=C/c2cccc([N+](=O)[O-])c2)c1)c1ccccc1	2	-6	·	·	·	8	-9	-28	·
48	C[C@@H]1CC[C@@]23COC(=O)C2=CCC[C@@H]3[C@@]1(C)CC/C(=C/CO)CO	1	0	-14	-5	0.9	2	-7	13	0.8
49	COC(=O)c1cc(S(=O)(=O)Nc2ccsc2C(=O)OC)oc1C	4	-4	-7	6	1.2	7	-17	-8	-0.1
50	CN1C(=S)N(c2ccccc2)C(=O)/C1=C/c1ccco1	5	-5	-3	-2	-0.9	4	-11	4	-2.2
51	CC(NC(=O)COC(=O)CNC(=O)c1ccccc1Cl)C1CC2CCC1C2 (stereo not drawn)	12	1	-21	-3	-0.1	7	-9	-4	-0.2

In the list so far, these have four or more nitrogen atoms.
cpd	Structure	TAAR1 ag	M1 ag	CHO parental Ca	OXTR potentiate	V1R ag counter	CHRM1 PAM	M1 antag	TAAR1 antag	OXTR agonist
1	Cn1c(NN)nc2sc3c(c2c1=O)CC(C)(C)OC3	1	-8	-6	-5	0.9	-2	-15	-5	-1.7
3	O=C(Nc1ccccc1Cl)N1CCN(c2ncccn2)CC1	0	-2	-8	-14	-0.2	9	-11	-7	-0.1
5	COc1cccc(-c2cc(C(=O)Nc3c(C)nn(Cc4ccccc4)c3C)no2)c1	·	-4	-18	-7	4.0	-2	-1	·	1.6
8	COCCn1c(C)cc(C(=O)CSc2nnnn2C2CCCC2)c1C	23	-2	-10	-7	0.8	7	-13	-10	-0.9
13	COc1cc(/C=N/NC(=O)c2nonc2N)cc(OC)c1OC	6	-5	-6	1	-1.0	9	-8	6	-0.4
16	C=CCNc1nc2cc(-c3cccc(NC(C)=O)c3)sc2c(=O)n1C	2	-2	·	·	·	13	-14	-10	·
28	Cc1cc(CNCc2c(C(=O)N3CCCCCCC3)nc3ccc(Cl)cn23)nn1C	-1	-8	-7	-6	0.2	-8	19	-6	0.1
35	CC(C)c1ccc(NC2CCCN(C(=O)CCc3cn[nH]c3)C2)cc1 (stereo not drawn)	0	-3	·	·	·	6	-11	-7	·
41	COC(=O)c1cn(NC(=O)Cn2nc([N+](=O)[O-])c(Br)c2C)c(=O)c2ccccc12	5	2	5	0	-0.1	19	-15	-28	-0.5
44	N#C/C(=C\c1cn(-c2ccccc2)nc1-c1cc2ccccc2o1)c1nc2ccccc2[nH]1	0	-4	-1	-7	-0.4	-1	7	8	-0.9
47	O=C(C[n+]1cccc(C(=O)N/N=C/c2cccc([N+](=O)[O-])c2)c1)c1ccccc1	2	-6	·	·	·	8	-9	-28	·
